# Luciferase inh: blocks purified firefly luciferase enzyme activity; P08659; purified P. pyralis luciferase, luminescence, biochemical; Potency, µM (titrated, usually from 115 µM), inactives show at the top dose activity change, negative = inhibition, hits mostly inhibitors; 2.5% of 76,000 active; further: potency means the concentration at half of the fitted maximal effect; nearly all actives have a fitted effect of over 65% in size
# Target sequence (P08659 whole entry, looked up): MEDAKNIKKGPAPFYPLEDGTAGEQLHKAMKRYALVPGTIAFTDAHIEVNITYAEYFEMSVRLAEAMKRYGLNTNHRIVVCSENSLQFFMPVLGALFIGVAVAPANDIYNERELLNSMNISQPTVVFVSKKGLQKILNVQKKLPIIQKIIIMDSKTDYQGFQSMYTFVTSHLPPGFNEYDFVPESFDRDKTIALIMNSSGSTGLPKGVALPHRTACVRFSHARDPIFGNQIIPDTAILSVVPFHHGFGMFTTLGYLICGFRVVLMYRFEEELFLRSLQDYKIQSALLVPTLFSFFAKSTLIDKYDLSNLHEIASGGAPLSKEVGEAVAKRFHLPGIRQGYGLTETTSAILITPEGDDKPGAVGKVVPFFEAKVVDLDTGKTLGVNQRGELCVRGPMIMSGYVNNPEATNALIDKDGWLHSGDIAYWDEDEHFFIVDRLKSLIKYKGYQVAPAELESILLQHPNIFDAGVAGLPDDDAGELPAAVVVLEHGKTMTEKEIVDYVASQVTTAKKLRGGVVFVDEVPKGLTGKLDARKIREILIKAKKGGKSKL
#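 Purified 10nM P. pyralis luciferase with 10uM D-luciferin and 10uM ATP in 50mM Tris acetate pH 7.5, 10mM Mg acetate, 0.01% Tween-20, 0.05% BSA. qHTS titration; luminescence read by CCD imager.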
# NIH3T3 tox: NIH 3T3 cell cytotoxicity. NIH 3T3 viability, CellTiter-Glo ATP luminescence, 48-72 h. Potency, µM (doses to about 96.7 µM), inactives show top-dose activity change, negative = cytotoxicity, usual class: inhibitors. 4.3% of 94,000 active. AID 1345082; further: potency means the concentration at half of the fitted maximal effect; nearly all actives have a fitted effect of over 55% in size
#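 Cells were seeded at 400 per well, treated with pin-transferred compound, and kept 48 or 72 hr at 37 °C before CellTiter-Glo addition and luminescence imaging of cellular ATP.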
# IP6K1 inh: IP6K1 kinase inhibition. Q92551. activity change, % (series mostly up to about 58 µM). IP6K1 kinase, ADP-Glo luminescence, 2 h; active compounds read low. 0.81% of 140,000 active; in the data active means activity change below about -25%
#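 ADP-Glo luminescence measures ADP made by human IP6K1 during a 2 h RT reaction with ATP/IP6 (mix at 1.3 mM/130 uM); top library doses 57.5 and 19.1 uM final.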
# SNCA viab count: cell viability loss counter-screen; HEK-293-SNCA-luc viability, GF-AFC fluorescence, 24 h; Potency, µM (highest dose often 57.1 µM), inactives show top-dose activity change, negative = cytotoxicity, actives largely listed as cytotoxic; 0.12% of 150,000 active;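 further: potency means the concentration at half of the fitted maximal effect; 0% = DMSO-treated cells and -100% = medium-only wells without cells; nearly all actives have a fitted effect of over 30% in size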
#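 HEK-293-SNCA-luc cells (1500/well) plated 24 h, then exposed 24 h to a dilution series; GF-AFC added 30 min at 37C, fluorescence 405/540 nm; normalised to medium-only and DMSO wells, Hill fit.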
# HEK293 tox: cytotoxic compounds in HEK 293 cells. HEK 293 viability, ATP luminescence (CellTiter-Glo), 48-72 h. Potency, µM (series often up to 115 µM), for inactives: top-dose activity change, negative = cytotoxicity, usual class: inhibitors. 6.6% of 94,000 active. AID 1345083; further: potency means the concentration at half of the fitted maximal effect; nearly all actives have a fitted effect of over 60% in size
#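 HEK 293 seeded at 250 cells/well receive compound via pintool. After 48 or 72 hr at 37 degree Celsius, 5% CO2 and 95% humidity, CellTiter-Glo is dispensed and luminescence read following 10 min at room temperature.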
# GPT2 inhibitor: blocks human glutamate pyruvate transaminase 2. Q8TD30. AID 1671188. 0.25% of 100,000 active. Recombinant GPT2, coupled pyruvate oxidase/HRP Amplex Red fluorescence. Potency, µM (top dose mostly 57.7 µM), for inactives: top-dose activity change, negative = inhibition, most hits filed as inhibitors; further: potency means the concentration at half of the fitted maximal effect; nearly all actives have a fitted effect of over 60% in size; many of its hits are not listed in these tables
# Target sequence (Q8TD30 whole entry, looked up): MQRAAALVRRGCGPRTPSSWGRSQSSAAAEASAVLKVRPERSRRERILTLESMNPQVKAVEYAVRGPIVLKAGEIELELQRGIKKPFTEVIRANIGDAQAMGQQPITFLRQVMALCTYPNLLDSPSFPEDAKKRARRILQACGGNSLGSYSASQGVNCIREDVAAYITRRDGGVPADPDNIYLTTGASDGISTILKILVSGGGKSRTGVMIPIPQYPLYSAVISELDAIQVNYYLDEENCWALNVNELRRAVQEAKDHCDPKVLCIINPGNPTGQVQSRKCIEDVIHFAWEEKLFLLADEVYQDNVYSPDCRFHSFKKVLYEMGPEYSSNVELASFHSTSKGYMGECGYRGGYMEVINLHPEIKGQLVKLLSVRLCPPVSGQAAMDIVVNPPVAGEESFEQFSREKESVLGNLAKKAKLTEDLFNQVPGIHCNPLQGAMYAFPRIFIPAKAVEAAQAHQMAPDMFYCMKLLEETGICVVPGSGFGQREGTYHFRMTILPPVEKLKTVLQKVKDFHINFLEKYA
#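 Fluorescence of coupled pyruvate oxidase/HRP/Amplex Red system (50uM Amplex, 30 min, dark) reports pyruvate formed by GPT2. Enzyme reaction: 10ng/uL GPT2, 2mM L-alanine, 250uM a-KG, 30 min room temperature, pH 7.5; 50uM AOA control.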
# SNCA expr inh: reduces expression of the alpha-synuclein gene | AID 1671194 | 0.17% of 140,000 active | Potency, µM (titrated, usually from 57.2 µM), inactives show at the highest dose activity change, negative = inhibition, actives largely listed as inhibitors | HEK-293 SNCA-luciferase knock-in, luminescence, 24 h;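 further: potency means the concentration at half of the fitted maximal effect; plate controls were DMSO cells for no effect and cell-free wells for full effect; nearly all actives have a fitted effect of over 45% in size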
# Numbers without * were called inactive; i = inactive; u = inconclusive; x = not tested or not shown; [ ] = another dose, or the depositor's remark. Unless noted, the call rests on the fitted dose curve; in most records, active means well fitted curve in the direction sought with a large enough effect; inconclusive means small, poorly fitted or top-dose-only effect, or another doubt; inactive means no such curve, though single readings can be large; an effect the other way counts as inactive or inconclusive. Unless noted, on the % scale 0 is the no-effect control and ±100 the full control effect. These rows are one share of the data (hit frequency here may not be typical).
Structure	GPT2 inhibitor	SNCA expr inh	SNCA viab count	IP6K1 inh	HEK293 tox	NIH3T3 tox	Luciferase inh
Cn1cc(-c2cc3n(n2)CCC(=O)N3CCCC(=O)NCc2ccc(Cl)cc2)c2ccccc21	x	-22%	-19%	-1	x	x	x
Cc1cc(Cl)ccc1NC(=O)CCn1nc(C)c2c(C)n(-c3ccccc3)nc2c1=O	x	7%	5%	21	x	x	x
CCC(=O)N1CCc2cc(Br)cc(S(=O)(=O)CCC(=O)Nc3ccc(Cl)cc3)c21	x	-3%	-5%	-6	x	x	x
COc1cccc(C(=O)Nc2nc(-c3ccc(Br)cc3)ns2)c1	x	6%	15%	-4	x	x	x
CC1=C[C@@H](CN2CCN(c3ccccn3)CC2)[C@H](C(C)C)C[C@H]1Cc1nnc(C)o1	-6%[88.5 µM]	-23%[87.6 µM]	-15%[87.6 µM]	-7	u	u	2%[172 µM]
O=C(Nc1ccc(C(F)(F)F)cc1)C1CCCN(S(=O)(=O)c2cccc3cccnc23)C1 (stereo not given)	x	u	6%	-7	x	x	x
CN(Cc1ccccc1)Cc1cn(C[C@H]2O[C@@H](CC(=O)N(C)Cc3ccccc3)[C@H](O)[C@@H]2O)nn1	2%	8%	2%	21	2%	-1%	2%
O=C1CCN(C(=O)c2ccsc2)CCCCCCN1	-2%	-5%	9%	7	-3%	-17%	0%
CN(C)C(=O)C1CN(C(=O)NC2CCCCC2)CC12CCOCC2 (stereo not given)	1%	-19%	-5%	23	-17%	-2%	2%
COC(=O)[C@@H]1Cc2ncn(C)c2CN1S(=O)(=O)c1cccs1	i	-13%[87.6 µM]	2%[87.6 µM]	9	0%[172 µM]	-9%[174 µM]	-2%[172 µM]
CN(CC1(C)CCCO1)S(=O)(=O)c1ccc(Cl)c(S(N)(=O)=O)c1 (stereo not given)	-4%	-39%[25.6 µM]	-5%	7	x	x	x
O=C(CCCc1ccccc1)N1CCC2(CC1)CN(c1ccncn1)CC2CO (stereo not given)	2%	u	-17%[12.5 µM]	10	u	-24%	-12%
COCC1CN(Cc2c(C)n[nH]c2C)CC12CCNCC2 (stereo not given)	i	-11%	7%	28	u	-16%	-2%
Cc1ccc(S(=O)(=O)c2cnc(SC(C)C(=O)Nc3ccccc3)[nH]c2=O)cc1 (stereo not given)	x	13%	-22%	20	x	x	x
CN(Cc1ccccc1)Cc1cc(CC2(NC3CCCCC3)COC2)no1	i	0%[87.6 µM]	-1%[87.6 µM]	-11	-14%[172 µM]	-2%[138 µM]	0%[172 µM]
CCNC(=O)N1CCc2cc(OC)c(OC)cc2C1CNC(=O)CC(C)C (stereo not given)	i	-2%	2%	6	-25%	-6%	0%
COc1ccc(N2CCN(c3ncnc4c3cnn4-c3ccc(F)cc3)CC2)cc1	x	0%	9%	3	x	x	x
CN1C[C@@H](NS(C)(=O)=O)C[C@H]1c1nc(-c2ccncc2)no1	-18%[88.5 µM]	3%[87.6 µM]	2%[87.6 µM]	14	-7%[172 µM]	-2%[174 µM]	-15%[172 µM]
NCCCC(N)CC(=O)NCC1NC(=O)C(CO)NC(=O)C(N)CNC(=O)C(C2CCN=C(N)N2)NC(=O)C(=CNC(N)=O)NC1=O (stereo not given)	i[0.698 µM]	3%[0.232 µM]	-7%[0.225 µM]	-2	x	x	x
Cc1nc(C2CC23CCN(S(C)(=O)=O)CC3)no1 (stereo not given)	-6%	12%	5%	13	-3%	u	x
Cc1ccc(-c2c(C(=O)NCc3ccc(F)cc3)oc(=O)c3ccccc23)cc1	x	u	7%	9	x	x	x
CC1=NS(=O)(=O)N(Cc2ccccc2)C=C1C(=O)OCc1nc(-c2ccccc2)no1	i	-28%	2%	-1	u	u	-9%
CCC/C=C/C=C/C1CC(O)C(O)C(=O)C1CO (stereo not given)	u	x	-8%	-7	x	x	x
Fc1ccc(-c2noc([C@@H]3CCCN3Cc3ccccc3F)n2)nc1	4%[88.5 µM]	22%[87.6 µM]	-2%[87.6 µM]	18	u	-19%[174 µM]	-17%[172 µM]
O=C(C1CC1)N1CCCCC1c1nc(C2CCOCC2)n[nH]1 (stereo not given)	u	u	-1%	1	-18%	-3%	8%

# Given with two lines to a compound: two of the compounds above.
# The line under a structure holds: GPT2 inhibitor	SNCA expr inh	SNCA viab count	IP6K1 inh	HEK293 tox	NIH3T3 tox	Luciferase inh
Cc1nc(C2CC23CCN(S(C)(=O)=O)CC3)no1 (stereo not given)
  -6%	12%	5%	13	-3%	u	x
Cc1ccc(-c2c(C(=O)NCc3ccc(F)cc3)oc(=O)c3ccccc23)cc1
  x	u	7%	9	x	x	x

# Later entries:
Structure	GPT2 inhibitor	SNCA expr inh	SNCA viab count	IP6K1 inh	HEK293 tox	NIH3T3 tox	Luciferase inh
Cc1ccc(C)c(CSc2ccc3nnc(CCNS(=O)(=O)c4ccccc4)n3n2)c1	x	u	2%	-2	x	x	x
Cc1ccc(CN(C(=O)COc2ccc(Cl)c(C)c2)c2ccccn2)o1	x	48%[activator]	15%	-18	x	x	x
Cc1ccccc1C(=O)N1C[C@@H](F)C[C@H]1C(=O)N1CCOCC1	i	16%	-7%	4	-1%	i	-5%
CNC(=O)c1cc(C2CC2)nc2onc(C3CCCN3C(=O)c3ccccc3)c12 (stereo not given)	x	x	x	15	3%	-9%	x
NCc1cccc(-c2cccnc2)c1	4%[88.5 µM]	-14%[87.6 µM]	-4%[87.6 µM]	-6	-23%[230 µM]	-13%[174 µM]	x
CCN(CC)CCNC(=O)CSc1nc2nc(C)c(Cc3ccccc3)c(C)n2n1	x	5%	3%	8	x	x	x
O=C(CSc1ccc(-c2ccccn2)nn1)Nc1ccc(F)cc1F	x	45%[activator]	3%	12	x	x	x
COc1ccccc1CNC(=O)C1CCN(Cc2cc3ccccc3n2Cc2cccc(C)c2)CC1	x	-5%	-8%	-12	x	x	x
COc1cccc(CC(=O)N2[C@@H]3CC[C@H]2CC(NC(=O)c2ccncc2)C3)c1 (stereo not given in full)	u	1%	3%	13	-18%	-22%	-10%
O=C1NCN(Cc2ccc(Cl)cc2)C12CCN(Cc1cccc3ccccc13)CC2	-5%	-4%	14%	-6	u	u	11%
Cc1ccc(Nc2nc3nonc3nc2Nc2cccc(C(F)(F)F)c2)cc1Cl	x	-23%	-19%	-5	x	x	x
O=C(Cn1c(=O)nc(-c2ccccc2)c2ccccc21)Nc1ccc(Cl)cc1F	x	-27%	0%	3	x	x	x
COc1ccc(CN2CC3(CCN(C(=O)c4ccc(OC)cc4OC)CC3)C2=O)cc1	4%	-6%	7%	29	u	-23%	5%
CCOc1ccc(S(=O)(=O)N(CC(=O)Nc2ccc(OC)cc2OC)c2ccccc2)cc1	x	9%	0%	31	x	x	x
Cc1ccc(NC(=O)CN2C(=O)NC3(CCCCC3)C2=O)c(Cl)c1	i	2%	5%	-3	-5%	u	11%
O=C(O)C1(Oc2ccc3ccccc3c2)CCN(Cc2ccsc2)CC1	-6%	24%	-4%	8	4%	-5%	2%
COc1ccccc1CNC(=O)C1CCN(c2nc3ccc(Cl)cc3[nH]2)CC1	x	13%	-25%	2	x	x	x
COC(=O)c1ccc2c(c1)nc1n2[C@@H](CNCc2ccc(C(F)(F)F)cc2)COC1	-1%[88.5 µM]	-11%[87.6 µM]	-8%[87.6 µM]	-1	u	u	0%[172 µM]
O=C1C2CN(Cc3ccncc3Cl)CCC2OCCN1Cc1ccccc1 (stereo not given)	-14%[88.5 µM]	10%[87.6 µM]	2%[87.6 µM]	3	u	-21%[138 µM]	12%[172 µM]
CC(C)c1noc(CCNC(=O)[C@H]2CNC[C@H](C(=O)N3CCOCC3)C2)n1	i	-5%	1%	23	-29%	-9%	9%
CCc1ccc(S(=O)(=O)N2CCN(C3CCN(CCC(C)C)C3=O)CC2)cc1 (stereo not given)	-14%	26%	-4%	12	u	u	-7%
O=C(c1ccc(Cl)cc1)N1CCC(c2n[nH]c(=O)n2-c2ccccc2)CC1	2%	u	-18%	-5	-2%	u	-2%
CC[C@H](C)[C@H](NC(=O)[C@H]([C@@H](C)CC)N(C)C(C)=O)C(=O)N[C@H](C(=O)N[C@@H](CC(C)C)C(=O)[C@@]1(C)CO1)[C@@H](C)O	-2%	x	u	10	x	x	x
CC(=O)N1CCOC(Cc2cccc(C(F)(F)F)c2)C1 (stereo not given)	i	-28%	-10%	20	-23%	-14%	-10%
Cc1ccc(C(=O)Nc2cc(-c3ccncc3)nn2-c2ccccc2)cc1	-4%	23%	-16%	10	u	u	x
COc1ccc(C(=O)NC2CCN(c3ccc4nnc(C)n4n3)CC2)cc1	x	x	x	-4	u	u	x
Cc1noc(-c2cccc(OC3CN(C(=O)NC(C)C)C3)c2)n1	-7%	u	-4%	-2	2%	-1%	4%
Cc1ccc(CN2C(=O)OC(c3cccc(NC(=O)Cc4ccccc4)c3)C2C(=O)NCC(C)C)cc1 (stereo not given)	i	-16%	3%	-1	u	u	-8%
O=C(c1ccccc1OCC1CCCN(Cc2nccs2)C1)N1CCCC1 (stereo not given)	-10%	20%	4%	10	-15%	i	8%
C[C@@H](NC(=O)Cc1ccccc1)c1onc(-c2ccc(Cl)cc2)c1C(=O)O	-6%[88.5 µM]	-9%[87.6 µM]	12%[87.6 µM]	7	i	3%[138 µM]	-1%[172 µM]
C=CCSCC1Nc2cc(Cl)c(S(N)(=O)=O)cc2S(=O)(=O)N1 (stereo not given)	i	56%[25.6 µM]	-34%[23.9 µM]	-8	x	x	x
Cc1cccc(OCC(=O)N(Cc2ccc(C(C)(C)C)cc2)Cc2ccco2)c1	x	u	-10%	30	x	x	x
COc1ccc(S(=O)(=O)N2CCc3c(C(=O)NCCc4cccs4)cccc32)cc1	-14%	7%	-23%	4	25µM*	-28%	-17%
Cc1nccc(N2CCC(COc3ccc4c(cnn4CC[S+](C)(=O)[O-])c3)CC2)n1	2%[88.5 µM]	-24%[87.6 µM]	-4%[87.6 µM]	-17	u	u	2%[172 µM]
CNCCN(C)Cc1cn[nH]c1-c1ccc(OC2CC(OCCC3CCOCC3)C2)cc1 (stereo not given)	i	u	-12%	x	x	x	x
O=C(c1cccc(Cl)c1)n1nc(-c2ccco2)nc1NCc1cccs1	x	85%[activator]	8%	-10	x	x	x
CC(=O)Nc1ccc(NC(=O)CN2C(=O)NC3(CCC(C)CC3)C2=O)cc1 (stereo not given)	-9%	-9%	-14%	7	-6%	-1%	0%
CCn1cc(C(=O)NCCc2ccc(C)cc2)c(=O)c2cc(S(=O)(=O)N3CCc4ccccc4C3)ccc21	x	41%[activator]	-8%	-13	x	x	x

# Screens deposited in PubChem BioAssay by National Center for Advancing Translational Sciences (NCATS).
